# Screens deposited in PubChem BioAssay by Sanford-Burnham Center for Chemical Genomics.
# SENP1 inh – human SENP1 catalytic domain inhibitors, primary screen, biochemical, FRET, uHTS; recombinant SENP1 catalytic domain, CyPet-SUMO1-YPet FRET cleavage; inhibition, % at 10 µM; hit rate 0.21% among 360,000;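 active means inhibition at least 30% at 10 µM, raw YFP signal under a set limit, fluorescence ratio 0.5 to 1.5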;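 further: 0% = enzyme with DMSO and 100% = no enzyme wells; some results filed as inactive read as strong as hits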
#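 Compound: 10 µM single point, 0.5% DMSO; Test system: hSENP1 catalytic domain, recombinant; Timing: 50 min reaction at room temperature; Technique: FRET, CFP and YFP emission; Control set: no-enzyme wells low, DMSO-plus-enzyme wells high control.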
# SENP6 block – SENP6 protease inhibitors, primary screen, biochemical, luminescence, uHTS. Sentrin-specific protease 6 (Homo sapiens), Q9GZR1. Recombinant SENP6 catalytic domain, aminoluciferin luminescence. inhibition, % at 10 µM. hit rate 1.8% among 330,000. AID 2599, 2010;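 active means inhibition above about 50% at the single tested dose, limit read from the data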;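 further: plate controls were DMSO wells with enzyme for no effect and DMSO wells lacking enzyme for full effect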
# Target sequence (Q9GZR1 628-1112 limits assumed): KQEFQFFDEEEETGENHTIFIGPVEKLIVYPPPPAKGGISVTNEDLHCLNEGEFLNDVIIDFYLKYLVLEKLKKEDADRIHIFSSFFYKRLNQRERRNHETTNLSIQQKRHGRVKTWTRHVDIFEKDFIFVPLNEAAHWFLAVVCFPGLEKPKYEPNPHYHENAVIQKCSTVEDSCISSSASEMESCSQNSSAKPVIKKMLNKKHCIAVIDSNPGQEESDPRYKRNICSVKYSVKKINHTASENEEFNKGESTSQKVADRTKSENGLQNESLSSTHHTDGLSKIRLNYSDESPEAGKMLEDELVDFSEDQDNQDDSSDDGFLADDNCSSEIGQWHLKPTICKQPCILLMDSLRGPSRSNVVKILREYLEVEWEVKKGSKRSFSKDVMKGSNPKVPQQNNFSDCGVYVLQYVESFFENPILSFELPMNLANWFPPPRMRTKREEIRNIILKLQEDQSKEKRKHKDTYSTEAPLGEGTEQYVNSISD
# HKDC1 inhibitor – HKDC1 hexokinase inhibitors, primary screen, biochemical, fluorescence, uHTS; Q2TB90; recombinant HKDC1, G6PDH/diaphorase resazurin coupled fluorescence; inhibition, % at 20 µM; hit rate 0.16% among 340,000;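 active means inhibition above about 35% when tested at 20 µM, limit read from the data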;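 further: plate controls were DMSO wells with enzyme for no effect and DMSO wells lacking enzyme for full effect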
#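 test system = in-house recombinant HK5 (HKDC1) enzyme | amount = HKDC1 at 5 µg/mL | control set = DMSO-enzyme wells negative, buffer-substituted wells positive | compound = one dose of 20 µM, 1% DMSO | schedule = reaction time 90 min, room temperature, protected from light | technique = resorufin fluorescence at 613 nm | reagent = glucose with 1 mM ATP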
# PfGluPho inh – PfG6PD enzyme inhibitors, primary screen, biochemical, fluorescence intensity, uHTS | PfGluPho enzyme, NADPH resazurin-diaphorase fluorescence | inhibition, % at 20 µM | hit rate 0.78% among 350,000 | AID 504690, 2011;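 active means inhibition reaching at least a set limit at 20 µM in the primary screen, cut at about 59% in these data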;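 further: 0% = DMSO wells with substrate and 100% = DMSO wells lacking glucose-6-phosphate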
# SENP8 block-1 – SENP8 protease inhibitors, primary screen, biochemical, luminescence; Sentrin-specific protease 8 (Homo sapiens), Q96LD8; purified SENP8, Z-RLRGG-aminoluciferin cleavage; inhibition, % at 10 µM; hit rate 1.2% among 330,000; AID 2540, 2010; in the data active means inhibition above about 50%
# NALP3 yeast inh – NALP3 inflammasome inhibitors in reconstituted yeast, primary screen, luminescence, uHTS. Yeast reconstituted NLRP3/ASC/caspase-1, beta-gal luminescence, 24 h. inhibition, % at 10 µM. hit rate 0.39% among 330,000;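 active means inhibition of 50% or more; inactive means inhibition below 50%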;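 further: plate controls were induced DMSO wells for no effect and uninduced yeast grown without galactose for full effect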
# SENP8 block-2 – human SENP8 protease inhibitors, primary screen, biochemical, fluorescence, Nedd8 protein substrate, uHTS | recombinant SENP8 | inhibition, % at 20 µM | hit rate 0.64% among 360,000 | AID 602440, 2012; in the data active means inhibition mostly above about 40%, no sharp cut-off; inactive means mostly below about 27%
# SENP7 block – SENP7 protease inhibitors, primary screen, biochemical, luminescence, uHTS; Sentrin-specific protease 7 (Homo sapiens), Q9BQF6; recombinant SENP7, Z-RLRGG-aminoluciferin luminescence, 40 min; inhibition, % at 5 µM; hit rate 1.5% among 330,000; AID 434973, 2010;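 active means inhibition above about 50% at the single test dose, limit read from the data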;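 further: plate controls were DMSO with enzyme for no effect and no enzyme buffer wells for full effect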
# Target sequence (Q9BQF6 706-1050 limits assumed): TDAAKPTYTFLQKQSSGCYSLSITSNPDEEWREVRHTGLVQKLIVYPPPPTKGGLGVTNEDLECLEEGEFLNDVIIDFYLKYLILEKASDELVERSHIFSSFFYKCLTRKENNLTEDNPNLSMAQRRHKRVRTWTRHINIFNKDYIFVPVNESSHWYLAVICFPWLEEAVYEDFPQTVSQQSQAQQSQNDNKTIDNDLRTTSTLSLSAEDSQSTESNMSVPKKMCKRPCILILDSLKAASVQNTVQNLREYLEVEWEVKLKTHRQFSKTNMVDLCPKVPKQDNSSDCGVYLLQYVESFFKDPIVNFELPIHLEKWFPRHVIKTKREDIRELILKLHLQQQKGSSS
# Apaf1 inhib – inhibitors of human Apaf-1 apoptosome, primary screen, biochemical, DEVD-Rh110 fluorescence, uHTS | Apoptotic protease-activating factor 1 (Homo sapiens), O14727 | reconstituted apoptosome caspase-3 activity | inhibition, % at 20 µM | hit rate 0.71% among 330,000; active means inhibition of at least 40% at 20 µM;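 further: plate controls were DMSO wells for no effect and DEVD-CHO caspase inhibitor wells for full effect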
#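 System: reconstituted apoptosome with Apaf-1, cytochrome c, caspase-9, procaspase-3, dATP; Signal: Rh110 fluorescence intensity; Schedule: 30 min compound preincubation, 50 min activation, room temperature; Reagent: cytochrome c trigger plus (Z-DEVD)2-Rh110 caspase-3 substrate.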
# * marks the source's active call; other numbers are inactive results; . = no result given.
SMILES,SENP1 inh,SENP6 block,HKDC1 inhibitor,PfGluPho inh,SENP8 block-1,NALP3 yeast inh,SENP8 block-2,SENP7 block,Apaf1 inhib
O=C(c1ccc2c(c1)OCO2)N1CCCN(C(=O)c2ccc3c(c2)OCO3)CC1,-0.3,7.2,-5.2,-13.4,-1.4,-9.3,21.8,6.9,-3.2
CCOc1ccc(CNC(=O)c2ccco2)cc1,-1.8,-10.3,-10.4,10.1,-1.9,19.6,10.7,4.1,-3.5
Cc1ccc(N2CCN(/N=C/c3ccncc3)CC2)cc1,1.8,1.0,-1.3,0.2,4.1,4.7,9.5,18.4,-15.6
COc1ccccc1NC(=O)CSc1nnc(-c2ccncc2)n1CC1CCCO1 (stereo not drawn),1.5,1.1,-2.8,1.9,2.5,3.1,9.5,-5.0,5.8
Cc1ccccc1NC(=O)NC1(C(=O)N2CCN(C)CC2)CCCCC1,2.7,-9.5,-6.8,1.1,0.6,6.6,6.8,-0.2,1.2
O=C(O)/C=C/C(=O)NC1CCCCC1,1.6,19.1,-7.9,-11.8,7.5,-0.1,14.6,3.9,-4.8
CCOc1ccccc1NC(=O)C1CCCN(S(=O)(=O)c2ccc(OC)c(C)c2)C1 (stereo not drawn),0.3,-10.4,-0.6,10.8,-3.2,12.6,3.4,-4.1,10.1
Cc1ccc(NC(=O)CSc2nnc3ccccn23)cc1,0.5,-5.5,-8.7,1.8,4.6,11.5,-7.0,2.7,-8.8
NC(=O)C1CCN(C(=O)c2ccc(C(F)(F)F)cc2)CC1,-2.2,6.8,2.7,-2.6,1.9,13.2,20.4,-2.8,-1.9
Cc1ccc(C(CNC(=O)c2ccco2)N2CCN(C)CC2)cc1 (stereo not drawn),2.0,1.0,-5.1,10.2,-4.3,9.5,13.4,2.8,-3.1
CC(=O)C(Sc1nn(C)c(=S)s1)C(=O)Nc1ccccc1 (stereo not drawn),6.6,-5.4,4.8,61.0*,3.6,22.1,0.7,7.5,12.4
Oc1ccc(Cl)cc1-c1cc(-c2ccco2)[nH]n1,-14.3,10.4,10.4,24.0,-0.1,9.9,11.5,1.8,17.8
CCOP(=O)(c1ccccc1)C1(C#N)CC1 (stereo not drawn),0.5,-17.2,-7.5,-4.2,-7.1,-3.7,0.4,-2.7,-5.6
CN(C)c1ccc(/C=C(\C#N)C(=O)Nc2nc3c(s2)CCN(Cc2ccccc2)C3)cc1,-21.3,7.1,3.5,2.5,2.0,14.7,-25.3,-2.1,20.1
Cc1cc(=O)[nH]c(SCc2nc3ccc([N+](=O)[O-])cc3[nH]2)n1,-2.6,-11.8,-3.0,-4.8,3.0,3.3,11.3,3.1,-3.5
Cc1ccc2c(ccn3cc4c(c(=O)n(C)c(=O)n4C)c23)c1,-5.7,-6.4,2.1,1.1,-9.7,11.2,-426.8,6.0,0.6
COc1ccc(C(=O)N2CCSCC2)cc1OC1CCN(C(C)=O)CC1,1.9,-17.9,-5.5,-10.5,-12.9,-2.5,9.1,-13.2,5.2
N/C(=N\OC(=O)c1ccc(Br)cc1)c1ccccc1,3.9,93.3*,-9.9,10.8,94.5*,14.5,13.3,99.0*,-7.8
CN(c1ccccc1)S(=O)(=O)c1cccc(NC(=O)CSc2ncn[nH]2)c1,1.0,-1.3,-7.2,-11.3,0.5,5.2,-3.4,13.5,13.9
O=C(COC(=O)[C@H](Cc1ccccc1)NC(=O)c1ccco1)NC(c1ccccc1)c1ccccc1,2.2,-7.7,6.1,1.9,7.0,12.6,24.1,14.2,14.7
Cc1ccnc(NCc2ccccc2O)c1,2.0,2.6,-5.4,7.8,-2.0,17.2,13.8,-1.3,4.7
CC(C)C(=O)Nc1cccc(NC(=O)c2cccc(F)c2)c1,0.4,-17.2,-8.8,10.0,-5.8,-2.7,6.3,-6.1,1.0
CCN(CC(=O)NC1CCS(=O)(=O)C1)c1ccc([N+](=O)[O-])cc1C#N (stereo not drawn),-0.8,-14.5,9.7,-6.6,-12.3,4.3,-1.6,0.5,8.3
COc1ccc2cc3c(nc2c1)OCC3,-0.1,-4.6,-6.6,12.9,-3.6,20.9,-16.0,3.2,-4.5
CC(OC(=O)c1cccc(O)c1)C(=O)N(C)Cc1ccccc1 (stereo not drawn),1.6,7.9,1.7,-7.9,5.3,16.4,4.3,-0.4,-1.9
SMILES,SENP1 inh,SENP6 block,HKDC1 inhibitor,PfGluPho inh,SENP8 block-1,NALP3 yeast inh,SENP8 block-2,SENP7 block,Apaf1 inhib
CCOC(=O)C1CCCCN1C(=O)CCc1c(C)nc2ncnn2c1C (stereo not drawn),3.0,2.0,-4.0,0.8,-3.3,9.9,15.1,3.2,-15.2
O=C(/C=C/c1ccccc1)NC(=S)Nc1ccc(N2CCOCC2)cc1,-0.5,-4.5,-5.8,6.0,10.6,27.9,22.0,0.7,-26.0
CCCCN(C)C(=O)Cn1c(=O)oc2cc(S(=O)(=O)N3CC(C)CC(C)C3)ccc21 (stereo not drawn),0.3,-5.2,1.6,-4.7,-5.3,6.7,34.6,1.6,9.2
N/C(Cc1ccc([N+](=O)[O-])cc1)=N\OC(=O)c1ccc(Br)cc1,3.7,-24.8,1.1,22.1,6.1,17.6,14.9,4.8,-1.4
CC(C)c1cn(C2OC(COC(=O)c3ccccc3)C(OC(=O)c3ccccc3)C2OC(=O)c2ccccc2)c(=O)[nH]c1=O (stereo not drawn),1.2,-15.4,2.7,8.6,-8.4,-8.3,23.1,4.3,4.3
COc1cccc(C2=NC(C)(C)NC(c3ccccc3O)C2)c1 (stereo not drawn),-9.3,19.2,0.9,8.5,-3.0,21.6,-47.3,5.2,5.5
COCCSc1nnc(NC(=O)CSc2ccccc2)s1,1.4,-37.8,-7.6,0.3,1.2,10.7,7.5,-3.4,-20.9
O=c1[nH]c(NCc2ccccc2)nc2c1CCC2,0.0,-1.0,-2.8,-4.2,6.6,5.4,-4.2,8.6,1.1
Cc1cc(Br)ccc1OCC(=O)NNC(=O)c1cnccn1,0.0,-14.1,-7.2,-15.4,-3.0,-1.0,7.4,-5.7,-16.9
O=C(c1ccncc1)N1CCN(S(=O)(=O)c2ccccc2Br)CC1,0.6,0.1,0.1,11.5,7.1,9.2,4.4,2.5,-13.5
COc1ccc(Cl)cc1NC(=O)CN(C)C(=O)CN1C(=O)NC(C)(C)C1=O,0.3,0.1,-5.2,17.6,0.8,-6.5,4.1,2.1,0.6
O=C(Nc1ccccc1)C1=C[C@@H](c2ccc(C(F)(F)F)cc2)C[C@@H](OCCCCO)O1,-7.7,-14.8,3.0,10.1,-9.7,12.8,0.7,-2.0,25.3
Cc1cccc(CN2CCN(CC(=O)NCCCN3CCN(c4ccc(F)cc4)CC3)C2=O)c1,0.5,-7.8,-7.2,-2.0,3.7,0.7,18.5,-1.7,-8.7
CC(C(=O)NN=C(c1ccccc1)c1ccccc1)N1CCCC1 (stereo not drawn),1.5,-23.8,-5.2,-11.4,-3.5,23.6,4.2,6.7,1.4
CN(C)c1ccc(C(=O)OCC(=O)N2CCCC2)cc1,3.0,-15.0,-7.6,5.8,-1.9,10.3,6.8,-6.2,-2.9
COC(=O)c1ccc(NC(=O)c2cn(-c3ccccc3)nc2-c2ccncc2)cc1,0.7,-6.4,14.9,-6.0,1.7,23.0,-8.6,0.2,4.4
C=C(C)COc1ccc(-c2[nH]ncc2Oc2cccc(OC)c2)c(O)c1,2.4,-4.8,3.9,18.2,-11.1,-3.7,26.9,1.5,24.0
O=C(NCc1ccco1)/C(=C/c1cccnc1)NC(=O)c1cccc(Br)c1,-0.7,-9.0,-2.2,-13.1,-9.0,8.9,6.7,-2.9,-4.6
Cc1ccc(S(=O)(=O)C(c2ccccc2)c2c(C)noc2C)cc1 (stereo not drawn),1.5,.,-3.5,-10.5,.,.,6.1,.,.
COc1ccc(N2CCN(C3CCCN(C(=O)C4=C(C)OCCO4)C3)CC2)cc1 (stereo not drawn),0.7,-8.7,-2.0,15.7,-2.4,15.7,12.9,-4.3,-12.8
CCN(CC)c1ccc(NC(=O)c2ccc(Br)o2)c(C)c1,0.3,0.8,13.2,27.3,-6.6,15.8,19.4,-4.3,2.2
Cc1cc(Cl)ccc1OCCCC(=O)Nc1ccc(S(=O)(=O)Nc2ncccn2)cc1,-4.5,8.5,0.3,-33.7,8.7,19.4,5.6,6.9,10.2
COC(=O)Cc1ccc(NC(=O)c2ccccc2Br)cc1,2.0,0.4,1.1,7.6,2.0,21.3,6.6,-4.6,-5.7
CC1CCCN(CC(=O)NC(=O)NC2CCCCC2)C1 (stereo not drawn),0.6,-6.9,-2.4,-3.1,-11.6,12.6,-1.0,-11.2,13.8
COc1ccc(C(=O)NCCc2cccc(Cl)c2)cc1OC1CCN(C(C)=O)CC1,0.6,-6.6,-1.0,-7.8,-4.2,-1.0,6.9,-11.2,10.4
COc1ccc(N2CCN(C(=O)COC(=O)c3oc4ccc(OC)cc4c3C)CC2)cc1,-3.9,-26.9,7.1,12.8,-7.8,15.1,-219.3,-7.2,11.6
OCCC1CN(Cc2cnc(-c3ccc(Cl)cc3)nc2)CCN1C1CCCC1 (stereo not drawn),-0.5,-11.3,6.7,-11.2,0.6,2.9,14.2,4.8,-18.4
CC(=O)c1cccc(NC(=O)c2ccc3c(c2)OCO3)c1,-0.3,11.7,-2.9,15.1,-15.1,12.3,16.6,17.4,6.1
